# Pol beta inh: blocks human DNA polymerase beta activity; P06746; Pol beta primer extension/strand displacement, fluorescence kinetic; Potency, µM (top dose mostly 114 µM), without a hit: at the highest dose activity change, negative = inhibition, actives largely listed as inhibitors; 1.3% of 340,000 active; note: potency is the fitted concentration of half-maximal effect; % is set by controls: 0 for no effect and ±100 for the full control effect
#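 Homogeneous kinetic assay of primer extension and strand displacement by 10 nM Pol beta, preincubated 15 min at room temperature with compound before 50 nM substrate (final) was added. Read at 0 and 10 min; four-parameter Hill fit.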
# APE1 inh: inhibitors of human APE1 endonuclease; recombinant APE1, TAMRA/BHQ-2 abasic DNA cleavage fluorescence; Potency, µM (top dose mostly 65.8 µM), for inactives: at the top dose activity change, negative = inhibition, actives largely listed as inhibitors; 0.35% of 350,000 active; AID 2517;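 note: potency is the fitted concentration of half-maximal effect; plate controls were vehicle for no effect and reference inhibitor for full effect; nearly all actives have a fitted effect of over 55% in size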
#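 Step 1: APE1 (0.75 nM) with compound, 15 min RT. Step 2: add 50 nM fluorophore/quencher THF duplex. Step 3: three fluorescence reads 60 s apart (525/598 nm); read 3 minus read 1 = reaction progress.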
# ALOX12 inh: blocks human arachidonate 12S-lipoxygenase | purified 12hLO, xylenol orange hydroperoxide absorbance | P18054 | Potency, µM (titrated, usually from 108 µM), inactives show at the highest dose activity change, negative = inhibition, usual class: inhibitors | 1.1% of 580,000 active; note: potency is the fitted concentration of half-maximal effect; % is set by controls: 0 for no effect and ±100 for the full control effect
# Target sequence (P18054 whole entry, looked up): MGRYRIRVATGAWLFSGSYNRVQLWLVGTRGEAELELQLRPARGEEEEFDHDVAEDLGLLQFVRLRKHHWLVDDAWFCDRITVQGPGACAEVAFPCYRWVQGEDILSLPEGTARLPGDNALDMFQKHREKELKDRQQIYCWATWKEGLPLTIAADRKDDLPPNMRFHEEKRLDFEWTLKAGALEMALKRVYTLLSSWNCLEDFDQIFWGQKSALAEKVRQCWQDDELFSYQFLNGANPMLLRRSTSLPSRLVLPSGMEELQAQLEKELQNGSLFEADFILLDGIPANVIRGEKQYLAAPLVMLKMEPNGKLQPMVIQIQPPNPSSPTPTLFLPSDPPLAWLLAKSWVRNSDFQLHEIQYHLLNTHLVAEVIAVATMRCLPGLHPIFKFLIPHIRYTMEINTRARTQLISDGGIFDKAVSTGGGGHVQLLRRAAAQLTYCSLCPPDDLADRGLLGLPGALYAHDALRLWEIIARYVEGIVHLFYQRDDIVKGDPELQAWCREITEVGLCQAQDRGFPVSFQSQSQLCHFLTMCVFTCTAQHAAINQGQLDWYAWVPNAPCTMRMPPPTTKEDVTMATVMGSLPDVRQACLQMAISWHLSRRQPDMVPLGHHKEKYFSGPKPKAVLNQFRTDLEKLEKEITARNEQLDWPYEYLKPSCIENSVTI
#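 Hydroperoxide product was detected by ferrous iron/xylenol orange as the 573 to 405 nm absorbance ratio. Arachidonic acid at 40 uM (final) was turned over for 30 min at room temperature by 150 nM human 12hLO, pH 7.0 Hepes buffer, after 15 min compound preincubation.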
# Pol iota inh: DNA polymerase iota (human) inhibition | Q9UNA4 | Pol iota fluorescent replication assay, 10 min | Potency, µM (titrated, usually from 115 µM), for inactives: at the top dose activity, negative = inhibition, hits mostly inhibitors | 1% of 390,000 active; note: potency is the fitted concentration of half-maximal effect
#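 Pol iota at 10 nM preincubated 15 min with compounds at room temperature; reaction started with fluorescent substrate, 50 nM final. Fluorescence read kinetically at 0 and 10 min; buffer-only wells as negative control.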
# Pol kappa inh: inhibitors of human DNA polymerase kappa; Q9UBT6; purified Pol kappa, fluorescent DNA synthesis assay, 10 min; Potency, µM (series often up to 107 µM), inactives show at the highest dose activity, negative = inhibition, usual class: inhibitors; 0.53% of 400,000 active; note: potency is the fitted concentration of half-maximal effect; % is set by controls: 0 for no effect and ±100 for the full control effect
#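 Kinetic fluorescence screen: compound preincubated 15 min RT with 10 nM enzyme; 50 nM substrate (final) initiates; reads at 0/10 min.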
# Apoferritin bind: binds horse apoferritin like a general anesthetic. apoferritin/1-aminoanthracene competitive binding, fluorescence. 0.074% of 350,000 active. Potency, µM (series often up to 77.5 µM), inactives show at the top dose activity change, negative = displacement, hits mostly inhibitors; note: potency is the fitted concentration of half-maximal effect; % is set by controls: 0 for no effect and ±100 for the full control effect; nearly all actives have a fitted effect of over 20% in size
#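 Read-out: endpoint 1-AMA fluorescence, excitation 380 nm and emission 535 nm, after compounds sit 10 min at room temperature with 10 uM horse-spleen apoferritin in 50% saturated 1-AMA/PBS. Values come from four-parameter Hill fits.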
# TRHR agonist: agonists of human TRH receptor | P34981 | TRHR cells, calcium flux fluo-8, FDSS agonist mode | activation, % at 2 µM | 0.18% of 360,000 active | AID 493084; in the data active = activation above about 30%; note: 0% is about no effect
# Target sequence (P34981 whole entry, looked up): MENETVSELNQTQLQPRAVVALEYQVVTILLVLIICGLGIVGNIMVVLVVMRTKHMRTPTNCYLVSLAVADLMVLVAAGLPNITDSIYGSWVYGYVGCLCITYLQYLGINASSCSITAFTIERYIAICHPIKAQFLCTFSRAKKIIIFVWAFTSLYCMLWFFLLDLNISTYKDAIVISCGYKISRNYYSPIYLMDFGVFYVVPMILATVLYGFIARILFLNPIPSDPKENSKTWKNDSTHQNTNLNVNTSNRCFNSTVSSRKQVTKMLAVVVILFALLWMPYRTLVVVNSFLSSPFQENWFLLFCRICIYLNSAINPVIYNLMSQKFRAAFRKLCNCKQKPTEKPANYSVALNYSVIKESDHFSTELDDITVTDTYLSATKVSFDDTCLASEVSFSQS
#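 TRHR-expressing cells, plated overnight in medium with 10% serum, were loaded with fluo-8 calcium dye at room temperature. After a 10 s baseline, library compound was pin-added and calcium release was recorded kinetically (ex 480/em 530) as agonist response.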
# BLM helicase inh: Bloom syndrome helicase (human) inhibition. Potency, µM (highest dose often 56.1 µM), inactives show at the top dose activity change, negative = inhibition, actives largely listed as inhibitors. recombinant BLM DNA unwinding, fluorescence dequenching. 0.2% of 350,000 active. P54132. AID 2528;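 note: potency is the fitted concentration of half-maximal effect; plate controls were vehicle for no effect and no enzyme for full effect; nearly all actives have a fitted effect of over 35% in size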
# ERG-DNA inh: ERG Ets/DNA interaction inhibition. P11308. fluorescence polarization, His-ERG Ets domain / labelled DNA. Potency, µM (titrated, usually from 76.9 µM), for the others: at the top dose FP activity, negative = inhibition, usual class: inhibitors. 0.028% of 370,000 active; active = well fitted inhibition curve with a large enough effect in the polarisation, with a control signal flat; inconclusive = small, poorly fitted or top-dose-only effect, or effect the other way, or a change in a side signal; inactive = no such curve, though single readings can be large or run the other way; the % refers to the polarisation;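 note: polarization taken with two DNA probes labelled with fluorescein and Texas red; potency is the fitted concentration of half-maximal effect; % of control where 0% means no effect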
#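 His-tagged ERG Ets domain (1 uM in the protein solution; 300mM KCl, 50mM Tris-HCl, 1mM EDTA, 1mM DTT, pH 7.5) received compound, then a probe mix of 5 nM fluorescein-DNA and 100nM Texas-615-DNA. Fluorescence polarization was read for both dyes.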
# The depositor's hits bear a star; u = inconclusive; x = no result given; & = joins results of further samples; [ ] = another dose, or the depositor's remark. Unless noted, calls come from the whole dose curve; as a rule, active = well fitted curve in the direction sought with a large enough effect; inconclusive = small, poorly fitted or top-dose-only effect, or another doubt; inactive = no such curve, though single readings can be large; an effect the other way counts as inactive or inconclusive. Some of the compounds tested. The share of hits here may be higher or lower than overall.
SMILES,Pol beta inh,APE1 inh,ALOX12 inh,Pol iota inh,Pol kappa inh,Apoferritin bind,TRHR agonist,BLM helicase inh,ERG-DNA inh
O=C(C1CCC1)N1CCc2cc(S(=O)(=O)N3CCN(c4ccccn4)CC3)ccc21,7%,-5%,x,-1%,-5%,6%,-1.0,-5%,-4%
Cc1csc2ncc(C(=O)N(Cc3ccccc3)c3ccccn3)c(=O)n12,-1%,-1%,14%[57.4 µM],-3%,-6%,-11%,-0.2,-4%,-11%
CCC(=O)Oc1ccc2c(=O)c(-c3ccc4ccccc4n3)c(CC)oc2c1C,5%,6%,-20%,11%,-15%,2%,-0.5,2%,-6%
N#Cc1cc(-c2ccccc2)cnc1Sc1ccc(Cl)cc1,17%,-10%,0%,30%,-7%,-14%,0.6,-9%,0%
O=C(NCCc1ccccc1)c1ccccc1NC(=O)C1CC=CCC1C(=O)O (stereo not given),20%,1%,23%,7%,-16%,-2%,0.5,1%,-2%
COc1ccc2[nH]c(=O)c(CN(Cc3ccco3)C(=O)c3ccccc3)cc2c1,6%,-5%,15%,-3%,19%,8%,0.1,-4%,-2%
CSc1ncccc1C(=O)OCC(=O)N(C)c1c(N)n(Cc2ccccc2)c(=O)[nH]c1=O,x,32%,-6%,21%,-10%,x,0.1,x,9%
CCC(C)C1C(C#N)=C(N)Oc2n[nH]c(-c3ccccc3)c21 (stereo not given),-1%,-5%,14%[57.4 µM],27%,1%,0%,-0.1,-4%,1%
Cn1c(SCC(=O)N2CCCCC2)nc2c(c1=O)SCC2,30%,22%,485%[activator],29%,-6%,-7%,0.7,0%,9%
COc1cc(C(=O)NCC(=O)n2nc(C)cc2C)cc(OC)c1OC,-1%,-1%,0%,40%[activator],-2%,3%,-0.2,3%,7%
CCOc1ccc(N=Cc2c(O)cc(C)oc2=O)cc1,3%,-3%,2%,-2%,-9%,4%,-0.4,2%,3%
COC(=O)C1=NN(C(=O)c2ccc(Cl)cc2)C(O)(c2ccccc2)C1 (stereo not given),32%,6%,6%,u,-13%,-19%,47*,-1%,x
COC(=O)c1ccc(COC(=O)c2ccccc2OC)cc1,5%,6%,-22%,-6%,2%,-1%,-0.1,3%,-3%
COc1cccc(C(=O)O/N=C(\N)c2ccncc2)c1,15%,14%,-9%,10%[58.9 µM],-1%,-11%,-0.6,2%,2%
O=S(=O)(Nc1cccc(-c2nnco2)c1)c1ccc(Cl)cc1,28%,-12%,182%[activator],21%,1%,-8%,-0.6,-1%,9%
CCCN(Cc1cc2cccc(C)c2[nH]c1=O)C(=O)c1cccc(OC)c1,x,x,31%,2%,-12%,x,x,x,-3%
Cc1ccc(C)c(S(=O)(=O)N2CCCOC2CNC(=O)C(=O)NCCc2ccco2)c1 (stereo not given),4%,3%,0%,34%[activator],-4%,-11%,-0.3,-3%,17%
CS(=O)(=O)N1CCN(C(=O)NC23CC4CC(CC(C4)C2)C3)CC1,19%,-2%,-21%,4%,-12%,-7%,0.1,-3%,-21%
CN(CC(=O)NCCc1ccc(S(N)(=O)=O)cc1)CC(=O)Nc1ccc(Cl)cc1,x,19%,u,26%,-5%,x,x,x,-6%
CCOc1ccc2nc(Cl)c(CN(C(C)=O)C3CCCCC3)cc2c1,-1%,0%,-5%,75%[activator],-4%,u,-0.7,2%,9%
COc1cccc(-c2nnc(SCCOc3ccc4c(C)cc(=O)oc4c3)o2)c1,-11%,8%,15%,-22%,4%,-11%,0.5,-7%,-4%
O=[N+]([O-])c1cc2nc(O)c(O)nc2cc1[N+](=O)[O-],x,-5%,u,x,-4%[60.1 µM],-4%,x,0%,x
Cc1cc(C)n2c(SCC(=O)Nc3ccc(Cl)cn3)nnc2n1,1%,-2%,x,x,x,-5%,0.4,2%,x
Cc1ccc(Cn2nnc3c(=O)[nH]c(C4CCN(S(=O)(=O)c5ccc(S(=O)(=O)NC6CC6)cc5)CC4)nc32)cc1,-8%,60%[activator][12.4 µM],2%,75%[activator],-8%,-24%,1.0,-5%,-1%
CCn1nc(C)c(Oc2ccccc2O)c1C,2%,-1%,71%[activator],5%,6%,-11%,-0.4,0%,0%
Nc1nc(SCC(=O)Nc2ccccc2Oc2ccccc2)n[nH]1,-13%,20%,0%,8%,-17%,-7%,0.3,4%,-1%
Cc1ccc2c(c1)cc(C(=O)N1CCN(c3ccccn3)CC1)n2C,8%,-8%,4%,160%[activator],2%,-5%,-0.2,-3%,-9%
COCCCNC(=O)C1CCCN(S(C)(=O)=O)C1 (stereo not given),16%,-7%,18%,13%,2%,8%,0.6,2%,7%
O=C(Cc1ccccc1)NC(=S)Nc1ccc(OC(F)F)cc1,11%,18%,35µM*,49%[activator],-24%,u,0.8,-13%,3%
CCOC(=O)C1(Cc2ccc(OC)cc2)CCN(C(=O)c2csc(C)n2)CC1,-3%,-6%,-9%,8%,-22%,-2%,-2.4,-4%,-8%
Cc1c(C(=O)NCc2ccc(Cl)cc2)sc2nc3n(c(=O)c12)CCC3,-34%,x,-14%,-12%,-19%,u,-0.1,-4%,0%
CCOc1ccc(OCC)c(NC(=O)C2CCCN(S(=O)(=O)c3c(C)noc3C)C2)c1 (stereo not given),21%,2%,-24%,11%,-3%,-6%,-0.5,0%,5%
Cc1ccccc1C(=O)Nc1nnc(S(=O)(=O)N2c3ccccc3CC2C)s1 (stereo not given),15%,x,-23%,7%,-16%,5%,0.1,0%,-3%
O=C(O)COc1ccccc1/C=C1\SC(=Nc2ccc(F)cc2)N(c2ccc(F)cc2)C1=O,-5%,9%,-8%,15%,5%,-10%,0.4,0%,20%
CC(C)NC(=O)N1CC2(CCN(S(=O)(=O)c3ccccc3)CC2)C1,x,0%,11%[57.4 µM],x,1%[60.1 µM],x,x,-1%,x
CCN(CC(=O)Nc1ccc(Cl)c(S(=O)(=O)N(C)C)c1)CC(=O)NC(C)C,-22%,5%,5%,22%,-1%,-9%,-0.1,-1%,12%
COCCNC(=O)CSc1ncnc2sccc12,6%,-2%,0%,84%[activator],-6%,-6%,0.4,-1%,1%
CCc1cc(SC#N)cc(C)c1N,-4%,-6%,19%,u,8%,-5%,0.9,-4%,4%
O=C(O)c1cccc(S(=O)(=O)N2CC=C(c3ccccc3)CC2)c1,x,-1%,2%,-9%,-4%,x,1.3,x,7%
CCN(c1ccccc1)S(=O)(=O)c1cccc(C(=O)NCc2ccccn2)c1,x,2%,10%,30%,-16%,x,-0.2,x,5%
CCOc1ccccc1C(=O)NCC(=O)NC(C)c1ccc(-n2ccnc2)cc1 (stereo not given),x,-8%,-3%,41%[activator],-8%,x,-0.4,x,1%
Cc1c(C(=O)NC(C)c2ccccc2)c(-c2ccccc2)nn1-c1ccccc1 (stereo not given),1%,-6%,7%,0%,-6%,-7%,0.5,5%,-1%
O=[N+]([O-])c1ccc(N/N=C2/CCCCC2c2ccccn2)c([N+](=O)[O-])c1 (stereo not given),0%,0%,-20%,u,-9%,-5%,0.1,0%,-16%
CCOC(=O)c1sc(N/N=C/c2ccc(N(C)C)cc2)nc1C,-1%,13%,5%,14%,10%,-7%,1.0,0%,0%
CCN(CC(=O)Nc1ccccc1OC)C(=O)c1cc(S(=O)(=O)N2CCCCCC2)ccc1OC,x,32%,10%,1%,-7%,x,-0.7,x,-3%

# Quoted at random: 2 entries already listed, in no set order.
SMILES,Pol beta inh,APE1 inh,ALOX12 inh,Pol iota inh,Pol kappa inh,Apoferritin bind,TRHR agonist,BLM helicase inh,ERG-DNA inh
Cc1c(C(=O)NC(C)c2ccccc2)c(-c2ccccc2)nn1-c1ccccc1 (stereo not given),1%,-6%,7%,0%,-6%,-7%,0.5,5%,-1%
CCOc1ccccc1C(=O)NCC(=O)NC(C)c1ccc(-n2ccnc2)cc1 (stereo not given),x,-8%,-3%,41%[activator],-8%,x,-0.4,x,1%

# (cont.)
SMILES,Pol beta inh,APE1 inh,ALOX12 inh,Pol iota inh,Pol kappa inh,Apoferritin bind,TRHR agonist,BLM helicase inh,ERG-DNA inh
Cc1ccc(C)c(NC(=O)CN(C)C(=O)C2=NNC(=O)CC2)c1,x,0%,u,-1%,3%,x,x,x,0%
COCCCNC(=O)c1cc(-c2cccnc2)nc2ccc(S(=O)(=O)N3CCC(C)CC3)cc12,2%,x,-26%,2%,-21%[60.1 µM],33%[activator],-0.9,5%,0%
O=C1CC(NNc2ccccc2)C(=O)N1c1ccc(N2CCCCC2)cc1 (stereo not given),-24%,2%,6.3µM*,66%[activator],-9%,u,-0.2,-8%,8%
c1ccc2[nH]c(-c3ccncc3)nc2c1,-2%&37%,-12%&2%,-20%,108%[activator],-5%,32%&-7%[activator],-1.1&0.4,-8%&5%,-8%
COc1ccc(C2/C(=C(\O)c3ccc4c(c3)OCCO4)C(=O)C(=O)N2CCCn2ccnc2)cc1 (stereo not given),19%,16%,3%,-1%,-11%,-13%,0.0,-6%,15%
CCCCN1C(=O)C(O)(CC(=O)c2c(C)coc2C)c2ccccc21 (stereo not given),31%,-3%,2%,-13%,-21%,u,0.0,-4%,-4%
CSc1nc2ccc(Br)cc2[nH]1,1%,0%,-23%,56%[activator],4%,-8%,-0.2,-3%,13%
O=C(O)c1cccc(-c2ccc3c(c2)OCO3)c1,6%,11%,0%,14%,-3%,-8%,0.5,-4%,-3%
Cc1ccc(-n2nc3c(=O)n(CC(=O)NCc4ccc(C)o4)nc(C)c3c2C)cc1,24%,68%[activator],-7%,24%,-6%,-18%,-0.9,1%,0%
CCn1cc(C(=O)NCC2CCCO2)c(=O)c2cc(S(=O)(=O)N3CCCCC3)ccc21 (stereo not given),39%,0%,u,13%,-19%,-11%,0.0,-1%,4%
Cc1ccc(CC(=O)Nc2nc3c(s2)CCCC3)cc1,-13%,-4%,-8%,8%,-10%,u,-0.3,-6%,-2%
